VLA-4 inh – inhibition in a human VLA-4 binding assay; VLA-4 expressing cells, ligand binding flow cytometry; P13612; inhibition, % (about 7 µM as worked out from the volumes in the protocol); AID 2557; hit rate 0.2% among 330,000; in the data active means inhibition above about 50%
Target sequence (P13612 whole entry, looked up): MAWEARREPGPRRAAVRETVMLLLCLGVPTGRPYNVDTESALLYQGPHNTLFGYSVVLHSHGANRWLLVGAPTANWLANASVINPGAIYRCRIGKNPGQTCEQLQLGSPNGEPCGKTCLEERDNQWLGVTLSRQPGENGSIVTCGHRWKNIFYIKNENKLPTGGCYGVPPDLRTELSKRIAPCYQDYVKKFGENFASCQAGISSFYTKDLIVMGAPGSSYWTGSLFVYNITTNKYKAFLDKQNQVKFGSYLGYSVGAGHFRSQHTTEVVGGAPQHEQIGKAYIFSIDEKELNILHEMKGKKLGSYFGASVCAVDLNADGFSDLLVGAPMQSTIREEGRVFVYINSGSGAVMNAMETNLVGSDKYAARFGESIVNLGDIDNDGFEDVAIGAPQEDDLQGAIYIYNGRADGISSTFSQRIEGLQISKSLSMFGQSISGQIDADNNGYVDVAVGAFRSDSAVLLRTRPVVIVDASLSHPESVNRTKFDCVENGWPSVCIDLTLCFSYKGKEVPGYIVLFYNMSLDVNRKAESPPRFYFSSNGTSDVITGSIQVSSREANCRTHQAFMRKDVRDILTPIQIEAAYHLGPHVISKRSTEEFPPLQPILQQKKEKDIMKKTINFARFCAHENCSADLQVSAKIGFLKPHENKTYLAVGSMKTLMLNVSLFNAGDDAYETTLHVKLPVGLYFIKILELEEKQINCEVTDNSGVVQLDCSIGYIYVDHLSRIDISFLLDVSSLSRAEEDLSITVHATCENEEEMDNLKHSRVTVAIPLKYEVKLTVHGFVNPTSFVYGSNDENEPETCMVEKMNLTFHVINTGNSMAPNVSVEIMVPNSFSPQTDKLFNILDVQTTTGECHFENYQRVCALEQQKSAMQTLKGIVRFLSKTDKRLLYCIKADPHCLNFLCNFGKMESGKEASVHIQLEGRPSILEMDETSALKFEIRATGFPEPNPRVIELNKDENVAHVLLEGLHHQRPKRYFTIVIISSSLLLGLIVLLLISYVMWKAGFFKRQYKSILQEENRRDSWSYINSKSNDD
RPL19A TOR yeast – alters RPL19A-GFP fluorescence in TOR pathway yeast screen; percent response vs DMSO, % at 10 µM; S. cerevisiae RPL19A-GFP strain, flow cytometry, 3 h; hits give low values; hit rate 0.3% among 330,000;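 active means percent response vs DMSO below 50%; inconclusive means fewer than 70 events counted for the yeast strain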;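 further: median channel GFP fluorescence of the barcoded RPL19A-GFP strain; ratio of sample median GFP to plate DMSO average so 100% = DMSO; lower means less RPL19A-GFP as with rapamycin TOR inhibition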
AGP1-GFP MLPCN – alters AGP1-GFP fluorescence in TOR pathway yeast screen; S. cerevisiae AGP1-GFP multiplex flow cytometry, 3 h; GFP as percent of DMSO wells; GFP response vs DMSO, % at 10 µM; hit rate 0.02% among 320,000;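 active means GFP response relative to DMSO above a set limit, near screen average plus 3 SD, cut at about 150% in these data; inconclusive means fewer than 70 cells counted for the yeast strain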;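 further: median GFP channel fluorescence of the gated AGP1 strain per well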
MEP2-GFP yeast – modulators of TOR pathway MEP2-GFP in S. cerevisiae; S. cerevisiae MEP2-GFP strain, flow cytometry GFP, 3 h; 100% = DMSO control level; hit rate 0.51% among 330,000; AID 2016; GFP response vs DMSO, % at 10 µM;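 active means GFP response versus DMSO above a set limit, roughly screen mean plus 3 SD, cut at about 180% in these data; inconclusive means fewer than 70 cells counted for a yeast strain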;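 further: median GFP fluorescence of the barcode-gated MEP2-GFP cells per well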
LAP4-GFP MLPCN – modulators of TOR pathway LAP4-GFP in S. cerevisiae. S. cerevisiae LAP4-GFP multiplex, flow cytometry GFP, 3 h; median GFP as percent of DMSO wells. GFP response vs DMSO, % at 10 µM. hit rate 0.34% among 320,000;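 active means GFP response vs DMSO above a set limit, about the screen mean plus 3 SD, cut at about 150% in these data; inconclusive means under 70 cell events counted for the yeast strain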
Yeast superoxide – lowers age-related superoxide in aged yeast cells. S. cerevisiae aged cells, superoxide DHE fluorescence; hits give low values. superoxide response (% of plate mean), % at 10 µM. hit rate 0.18% among 330,000. AID 2690;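 active means superoxide response under a set limit, about three screen SD below normal, cut at about 65% in these data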;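 further: yeast aged for seven days with compound at 30 °C before DHE staining; 100% = average MFI of all compound-treated wells on the plate with controls excluded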
CIT2-GFP yeast – yeast TOR pathway CIT2-GFP modulation; S. cerevisiae CIT2-GFP strain, flow cytometry, 3 h; 100 means same as DMSO wells; hit rate 0.065% among 320,000; GFP response vs DMSO, % at 10 µM;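 active means GFP response relative to DMSO above a set limit, near the screen mean plus 3 SD, cut at about 150% in these data; inconclusive means Fewer than 70 cells measured for a yeast strain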;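 further: ratio of well median GFP fluorescence to mean of DMSO wells on the plate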
GRK2 inh – blocks RNA aptamer binding to human GRK2 | bead flow cytometry, FAM-aptamer displacement from GRK2 | inhibition of aptamer binding, % at 10 µM | hit rate 0.59% among 330,000 | AID 488847;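 active means inhibition of aptamer binding above 40%, roughly 3 SD of noise, on plates passing a quality check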;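 further: median bead fluorescence of bound FAM aptamer so fluorescent compounds give negative values; no value below 0 was filed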
An asterisk follows results filed as active; ? = inconclusive; . = no result given; [ ] = dose if it differs, or a comment.

| Compound | VLA-4 inh | RPL19A TOR yeast | AGP1-GFP MLPCN | MEP2-GFP yeast | LAP4-GFP MLPCN | Yeast superoxide | CIT2-GFP yeast | GRK2 inh |
| --- | --- | --- | --- | --- | --- | --- | --- | --- |
| C(#CC1CCCCC1)c1ccc2c(c1)COc1c3ccccc3nn1-2 | 24 | 97 | 107 | 100 | 99 | 101 | 97 | 0 |
| O=C1CC(c2ccccc2)n2nc(N3C(=O)c4ccccc4C3=O)nc2N1 (stereo unspecified) | 16 | 88 | 88 | 79 | 76 | 89 | 86 | 0 |
| NC(=O)NCCC1=CCCCC1 | -9 | 95 | 85 | 102 | 103 | 104 | 102 | 0 |
| CCCC(c1nnnn1C1CCCCC1)N1CCN(C2CCCC2)CC1 (stereo unspecified) | -18 | 93 | 94 | 89 | 91 | 86 | 103 | 0 |
| O=C(NCC1CCCO1)Nc1ccccc1 (stereo unspecified) | 15 | 92 | 96 | 93 | 89 | 102 | 87 | 0 |
| Nc1cc(N)nc(SCC(=O)N2CCN(C(=O)c3ccco3)CC2)n1 | 3 | 94 | 97 | 94 | 90 | 99 | 94 | 0 |
| Cc1cnc(NC(=O)COc2ccc3c(c2)CCC3)s1 | -24 | 100 | 102 | 94 | 102 | 100 | 97 | 3 |
| O=c1cc(-c2ccccc2)c2cc(Cl)ccc2[nH]1 | -1 | 104 | 106 | 107 | 103 | 102 | 104 | 2 |
| CCNS(=O)(=O)c1cc(OC)ccc1OC | 28 | 98 | 101 | 101 | 99 | 103 | 97 | 1 |
| CCCCN=C(C)C1=C(O)CSC1=O | 19 | 69 | 27 | 137 | 92 | 117 | 108 | 0 |
| COc1cc(/C=N/NC(=O)CSc2n[nH]c(=O)[nH]c2=O)cc(OC)c1O | 0 | 96 | 97 | 96 | 95 | 112 | 93 | 0 |
| CN1C2CCC1CC(NC(=O)c1ccc([N+](=O)[O-])cc1)C2 (stereo unspecified) | 8 | 105 | 98 | 103 | 96 | 107 | 101 | 0 |
| COC(=O)c1[nH]c2c(c1C)C(=O)CC(c1ccc(OC)c(OC)c1)C2 (stereo unspecified) | 4 | 97 | 96 | 94 | 97 | 88 | 107 | 0 |
| O=C(CCS(=O)(=O)c1ccc(Cl)cc1)NCCN1C(=O)S/C(=C\c2ccccc2F)C1=O | 15 | 109 | 102 | 101 | 91 | 99 | 96 | 2 |
| Cc1ccccc1N(CC(=O)NC1CCCCC1)C(=O)CCCC(=O)Nc1ccccn1 | -5 | 102 | 85 | 108 | 97 | 104 | 105 | 0 |
| CN(C(=O)c1ccccc1OCc1ccc(Cl)cc1)c1ccccc1 | -5 | 105 | 100 | 101 | 118 | 89 | 96 | 16 |
| COC(=O)CCCC1=CC2=C(c3ccccc3)C(=O)C(C)(OC(=O)C3CCCC3)C(=O)C2=CN1c1ccccc1 (stereo unspecified) | -7 | 99 | 94 | 97 | 94 | 105 | 84 | 0 |
| CC(=O)Nc1ccc(S(=O)(=O)NC2CC(=O)N(c3ccc4c(c3)OCCO4)C2)cc1 (stereo unspecified) | -4 | 95 | 109 | 101 | 104 | 97 | 96 | 0 |
| COc1ccc(NC(=O)COC(=O)C2CC(=O)N(CCc3ccc(OC)c(OC)c3)C2)cc1Cl (stereo unspecified) | -6 | 91 | 94 | 93 | 96 | 76 | 92 | 0 |
| N/C(=N\OCC(=O)Nc1ccccc1)c1nonc1N | 12 | 101 | 104 | 102 | 101 | 95 | 97 | 0 |
| CCOc1ccccc1NC(=O)Nc1cccc(NC(C)=O)c1 | 8 | 96 | 93 | 100 | 90 | 102 | 98 | 0 |
| Cc1cccc(N/C=C(\[N+](=O)[O-])S(=O)(=O)c2ccccc2)c1 | 1 | 90 | 79 | 89 | 82 | 105 | . | 0 |
| CN1CCCC1CCNc1ccc2c(=O)c3ccccc3oc2c1 (stereo unspecified) | 30 | 44*[may fluoresce violet] | 37[may fluoresce violet] | 342*[may fluoresce violet] | 99[may fluoresce violet] | 92 | ? | 0 |
| COc1cc(OC)cc(C(=O)Nc2ccccc2S(=O)(=O)N2CCCC2OC(C)=O)c1 (stereo unspecified) | 7 | 102 | 106 | 103 | 103 | 91 | 102 | 2 |
| CCn1c(NCc2ccccc2Cl)nc2ccccc21 | -1 | 102 | 86 | 101 | 100 | 87 | 102 | 1 |
| CC(=O)NNC(=O)C(O)(c1ccccc1)c1ccccc1 | 11 | 99 | 103 | 103 | 101 | 107 | 100 | 3 |
| CCOc1cc(NS(=O)(=O)CC)c(OCC)cc1NC(=O)c1ccco1 | 5 | 97 | 98 | 103 | 101 | 103 | 89 | 0 |
| COCCNc1oc(-c2ccc(C)cc2)nc1C#N | -6 | 95 | 102 | 107 | 116 | 87 | 108 | 0 |
| CC(C)c1ccc(OCC(=O)NC(C)c2ccccc2)cc1 (stereo unspecified) | 27 | 101 | 100 | 105 | 90 | 97 | 102 | 0 |
| CCNc1c(NS(=O)(=O)c2ccc(F)c(Cl)c2)c(=O)oc2ccccc12 | -6 | ? | 84[may fluoresce red] | 85[may fluoresce red] | ? | 112 | 81[may fluoresce red] | 0 |
| CC(C)Oc1ccc(C(=O)Nc2nc3ccccc3[nH]2)cc1 | -6 | 96 | 95 | 110 | 96 | 92 | 98 | 0 |
| O=C(Cn1ncn2cccc2c1=O)N1CCCCC1 | 0 | 86 | 95 | 107 | 91 | 101 | 108 | 1 |
| CCC1(CC)NC(=O)N(CC(=O)Nc2ccc(S(=O)(=O)N3CCOCC3)cc2)C1=O | -4 | 96 | 92 | 96 | 88 | 84 | 96 | 1 |
| Cc1cc(C)cc(N(CC(=O)NC2CCCC2)C(=O)CCC(=O)Nc2cc(C)on2)c1 | 2 | 46*[may fluoresce violet] | ? | 327*[may fluoresce violet] | 68[may fluoresce violet] | 94 | ? | 0 |
| O=C(COc1ccc(Cl)cc1)NCc1nnc(SCC(=O)N2CCCCC2)o1 | 2 | 98 | 96 | 98 | 97 | 86 | 103 | 5 |
| Cc1cc2oc(C(=O)Nc3ccc(S(=O)(=O)Nc4nccs4)cc3)cc(=O)c2cc1Cl | 15 | 110 | 104 | 101 | 96 | 121 | 100 | 0 |
| O=C(NOC(=O)c1cc(Br)ccc1Cl)c1cccs1 | 7 | 93 | 99 | 93 | 90 | 97 | 95 | 0 |
| Cc1ccc(-c2nn(-c3ccccc3)cc2/C=N/NC(=O)c2ccc(Br)o2)cc1 | -4 | 99 | 101 | 100 | 104 | 109 | 92 | 0 |
| CCOc1ccc(-c2[nH]ncc2Oc2ccccc2OC)c(O)c1 | 5 | 93 | 91 | 90 | 99 | 109 | 80 | 0 |
| Cc1cc(CNC(=O)COc2ccccc2F)c2ccccc2n1 | 1 | 106 | 108 | 107 | 91 | 98 | 107 | 0 |
| C=CCNC(=O)C1CC1(c1ccccc1)c1ccccc1 (stereo unspecified) | 14 | 104 | 94 | 118 | 98 | 102 | 101 | 0 |
| CC(NC(=O)COc1cccnc1[N+](=O)[O-])c1ccc(Cl)cc1 (stereo unspecified) | 5 | 95 | 88 | 92 | 101 | 117 | 98 | 1 |
| Cc1ccc(-c2nc3cc(Cl)ccc3o2)cc1 | -3 | 106 | 111 | 103 | 102 | 87 | 108 | 0 |
| CC(C)c1ccccc1OCCCCCNCCO | 15 | 101 | 105 | 106 | 96 | 131 | 106 | 0 |
| O=C(NCc1csc(-c2cccs2)n1)C1CCC1 | 1 | 95 | 104 | 100 | 111 | 95 | 95 | 0 |
| O=C(O/N=C\c1ccc(N2CCCCC2)c([N+](=O)[O-])c1)c1cccc(Cl)c1 | 2 | 87 | 91 | 94 | 99 | 111 | 97 | 0 |
| CC(C)CNS(=O)(=O)c1ccc(CCC(=O)NCC2CCCO2)cc1 (stereo unspecified) | -2 | 108 | 114 | 110 | 109 | 105 | 109 | 0 |
| CN(CCCC(=O)O)c1ccc(N=Nc2ccc([N+](=O)[O-])cc2)cc1 | 6 | 100 | . | 98 | . | 108 | . | 2 |
| COc1cc(CNC2CCCCCC2)cc(OC)c1O | -4 | 96 | 97 | 99 | 92 | 82 | 96 | 1 |
| CC1CCC(NC(=O)CNC(=O)Cc2cccc3ccccc23)CC1 (stereo unspecified) | -1 | 98 | 99 | 101 | 82 | 105 | 89 | 0 |
| CC(=O)Nc1ccc(S(=O)(=O)N(C)c2ccc(OCCOc3cccc(C)c3)cc2)cc1 | 11 | 101 | 106 | 108 | 119 | 94 | 91 | 7 |
| Cc1cc(NC(=O)c2c(-c3ccccc3Cl)noc2C)no1 | 5 | 98 | 104 | 100 | 103 | 91 | 102 | 0 |
| CC(C)CN(C(=O)C1=NN(c2ccccc2)C(=O)CC1)c1c(N)n(Cc2ccccc2)c(=O)[nH]c1=O | 1 | 106 | 114 | 101 | 102 | 114 | 102 | 0 |
| COc1ccc(NS(=O)(=O)c2cccc(C(=O)N(C)Cc3ccc(SC)cc3)c2)cc1 | -7 | 95 | 102 | 95 | 100 | 101 | 104 | 0 |
| CCOC(=O)/C(C#N)=C/Nc1ccccc1OC(F)(F)F | 4 | 93 | 85 | 112 | 105 | 103 | 92 | 0 |
| CCOC(=O)c1c(-c2cccc([N+](=O)[O-])c2)csc1NC(=O)C1CCCCC1 | -6 | 107 | 110 | 115 | 107 | 89 | 110 | 0 |
| CCCN(C(=O)c1cccs1)c1nnc(-c2ccncc2)s1 | 14 | 100 | 95 | 106 | 112 | 108 | 84 | 0 |
| CC1CN/C(=C\C(=O)c2ccc(Cl)cc2)C(=O)N1 (stereo unspecified) | -7 | 101 | 99 | 110 | 108 | 123 | 89 | 0 |
| O=C(c1ccccc1)N1CCN(C(=O)C23CC4CC(CC(C4)C2)C3)CC1 | 7 | 112 | 109 | 109 | 117 | 102 | 105 | 2 |
| O=C(NCCC(=O)N1CCN(S(=O)(=O)c2ccccc2Cl)CC1)Nc1ccccc1 | 3 | 91 | 93 | 98 | 88 | 90 | 97 | 0 |

Individual results from the results shown.
In LAP4-GFP MLPCN, O=C(O/N=C\c1ccc(N2CCCCC2)c([N+](=O)[O-])c1)c1cccc(Cl)c1 shows 99
In CIT2-GFP yeast, C=CCNC(=O)C1CC1(c1ccccc1)c1ccccc1 (stereo unspecified) shows 101

Additional compounds follow:
| Compound | VLA-4 inh | RPL19A TOR yeast | AGP1-GFP MLPCN | MEP2-GFP yeast | LAP4-GFP MLPCN | Yeast superoxide | CIT2-GFP yeast | GRK2 inh |
| --- | --- | --- | --- | --- | --- | --- | --- | --- |
| O=C(Nc1ccccc1F)NC1CCN(Cc2nnnn2Cc2ccc(F)cc2)CC1 | -3 | 106 | 105 | 100 | 101 | 96 | 109 | 7 |
| COc1ccc(N(CC(=O)NC2CCCCC2)C(=O)c2ccc(C)s2)cc1OC | -1 | 98 | 98 | 88 | 97 | 98 | 95 | 0 |
| CCC(CO)N=C1CC(C)(C)CC(=O)/C1=C(/O)CCCN1C(=O)c2ccccc2C1=O (stereo unspecified) | -2 | 102 | 105 | 100 | 100 | 84 | 103 | 0 |
| Cc1ccc(OCC(=O)NCc2ccco2)cc1C | -3 | 103 | 101 | 100 | 110 | 97 | 92 | 0 |
| CCC1Oc2ccccc2N(CC(=O)NCCCN2CCN(Cc3ccccc3)CC2)C1=O (stereo unspecified) | 14 | 95 | 100 | 103 | 91 | 95 | 104 | 0 |
| O=C(O)c1cc(C(=O)O)cc(N2C(=O)CSC2=S)c1 | 5 | 103 | 110 | 103 | 109 | 139 | 104 | 4 |
| COC(=O)c1c[nH]c(=O)c2ccccc12 | -1 | 100 | 106 | 104 | 99 | 98 | 109 | 0 |
| CC(C)CCN1CCN(CC(c2ccccc2)c2ccccc2)CC1CCO (stereo unspecified) | 4 | 94 | 99 | 97 | 96 | 103 | 102 | 0 |
| CN1CCN(NC(=O)c2cc(-c3ccccn3)nc3ccccc23)CC1 | 20 | 100 | 104 | 98 | 91 | 99 | 105 | 0 |

Screening results from PubChem.
